LYP inhibition: inhibitors of LYP phosphatase, biochemical, fluorescence intensity, uHTS (AID 1779). recombinant LYP phosphatase, fluorescence intensity; higher % means a stronger effect. inhibition, % at 11.5 µM; hits with a dose series show IC50 in µM. actives 0.054% (n = 290,000); in the data active = inhibition above about 50%;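 also: plate controls were vehicle with enzyme for no effect and no enzyme for full effect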
Dengue-2 NS5 capping: flavivirus cap methylation enzyme inhibition – biochemical, confirmation dose response, primary screen (AID 588689). Dengue-2 NS5 methyltransferase capping enzyme assay, biochemical; higher % means a stronger effect. inhibition, % at 25 µM; hits with a dose series show IC50 in µM. actives 0.3% (n = 340,000); in the data active = a potency from the dose series
K1F lysis inhibition: protection from phage-mediated lysis, alamar blue read-out – E. coli UTI89, K1F phage, bacterial capsule biogenesis inhibitors (AID 488966); E. coli UTI89 K1F phage lysis, alamar blue, 2 h; higher % means a stronger effect; inhibition, % at 100 µM; hits with a dose series show IC50 in µM; actives 0.02% (n = 340,000);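 active = phage lysis inhibition, versus mean bacterial control, above a set limit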;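 also: capsule biogenesis inhibitors block K1F phage lysis so surviving cells raise fluorescence; higher fluorescence means more inhibition of phage lysis; actives were called in the ten point dose series up to 300 µM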
WT yeast gro inh: growth inhibition of WT yeast, mitochondrial fusion screen. mitochondrial fusion phenotypic screen, WT strain. inhibition, % at 10 µM. actives 2.1% (n = 190,000); in the data active = inhibition above about 58%; tested in S. cerevisiae
Autophagy HCS: alters autophagy in cells; MEF GFP-LC3 puncta imaging; test concentration mostly 10 µM; actives 0.98% (n = 190,000); calls only at 10 µM (by protocol);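 active = percentage of spot-positive cells more than 3 SD above its plate mean, without a fluorescence outlier flag or 80% toxicity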;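 also: spot-positive cell cutoff set from DMSO-treated cells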
AID2073: disruptors of CaV2.2 binding to Mint1 – biochemical, HTRF (AID 2073); HTRF protein-protein interaction, Mint1-CaV2.2; higher % means a stronger effect; inhibition, % at 20 µM, or IC50 in µM where a hit was titrated; actives 0.19% (n = 290,000); in the data active = inhibition mostly above about 51%, no sharp cut-off; also: some results filed as inactive read as strong as hits
GPR35 antagonists: inhibition of zaprinast-stimulated GPR35 beta-arrestin translocation – imaging, U2OS, beta-arrestin-GFP, zaprinast agonist, primary screen (AID 2058); U2OS GPR35 beta-arrestin-GFP translocation imaging, zaprinast antagonism; higher % means a stronger effect; one-dose inhibition, % at 10 µM; IC50 in µM for titrated hits; actives 0.052% (n = 290,000);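 active = inhibition of at least 50% with at least 30 cells and total cytoplasm GFP at most 10,000,000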
NTR1 agonist: NTR1-driven beta-arrestin-GFP spot formation – imaging, U2OS cells, high content, primary screen (AID 493036); actives 0.17% (n = 330,000); agonist mode; activation, % at 20 µM; P30989;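 active = activation at or above 40% of the spot to cytoplasm intensity ratio, with at least 20 cells analyzed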;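 also: 0% = DMSO without peptide and 100% = 100 nM NTR1 peptide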
Target sequence (P30989 whole entry, looked up): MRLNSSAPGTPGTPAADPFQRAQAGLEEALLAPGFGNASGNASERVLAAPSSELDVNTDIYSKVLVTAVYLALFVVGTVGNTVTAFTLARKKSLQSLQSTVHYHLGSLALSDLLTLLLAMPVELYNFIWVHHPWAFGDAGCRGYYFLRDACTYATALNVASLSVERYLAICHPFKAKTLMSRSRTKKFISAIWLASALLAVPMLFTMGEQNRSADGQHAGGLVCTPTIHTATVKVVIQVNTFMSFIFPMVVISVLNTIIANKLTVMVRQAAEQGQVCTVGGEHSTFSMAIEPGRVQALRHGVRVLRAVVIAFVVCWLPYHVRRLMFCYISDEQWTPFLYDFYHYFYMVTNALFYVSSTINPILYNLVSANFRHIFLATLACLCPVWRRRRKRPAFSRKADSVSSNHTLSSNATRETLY
RSV CPE inhibition: RSV antiviral activity via CPE protection, HEp-2 cells, primary 10 µM value included (AID 2391); HEp-2 cells, RSV-induced CPE inhibition; higher % means a stronger effect; one-dose CPE inhibition, % at 10 µM; IC50 in µM for titrated hits; actives 0.13% (n = 310,000); in the data active = a potency from the dose series; also: strong numbers were not always called active
WT yeast gro inh mutant strain: second read-out of WT yeast gro inh, no call of its own (marks repeat the call); inhibition, %; mitochondrial fusion phenotypic screen, mutant strain inhibition
Autophagy HCS cell loss 18 h: second read-out of Autophagy HCS, no call of its own (marks repeat the call); toxicity, %; measured here: cell loss, nuclei count;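 cell loss after 18 h compound exposure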
NTR1 agonist cell count 20 µM: recorded beside NTR1 agonist, whose call it bears; cell count; measured here: cell count, cytotoxicity flag
* marks the source's active call; other numbers are inactive results; i = inactive; x = no result given; [ ] = another dose, or the depositor's remark. No enrichment for hits; overall some 2.6% were active at least once.

SMILES	LYP inhibition	Dengue-2 NS5 capping	K1F lysis inhibition	WT yeast gro inh	WT yeast gro inh mutant strain	Autophagy HCS	Autophagy HCS cell loss 18 h	AID2073	GPR35 antagonists	NTR1 agonist	NTR1 agonist cell count 20 µM	RSV CPE inhibition
O=C(Nc1cccc2c1C(=O)NC2=O)c1cccnc1Cl	-4%	-3%	0.9%	-13	9	i	8	8%	5%	1.7	42	5.2%
Cc1nn(-c2ccccc2)c(Cl)c1C1C(C#N)=C(N)OC2=C1C(=O)CC(C)(C)C2 (stereo not given)	4%	7%	0.3%	8	13	i	2	0%	-8%	1.1	45	0.2%
COc1ccc(NC(=O)CCc2nnc3ccc(N4CCC(C)CC4)nn23)cc1OC	-12%	-6%	0.1%	x	x	x	x	2%	-5%	-0.9	61	1.1%
CCc1cccc(C)c1NC(=O)C1CC(=O)N(C2CCCC2)C1 (stereo not given)	x	7%	0.5%[50 µM]	x	x	x	x	x	x	-2.1	76	0.2%
Fc1ccccc1-n1cc(-c2ccccc2)[nH]c1=S	-4%	2%	0.1%	-8	2	i	-4	9%	5%	-1.2	74	2.0%
CCCCN(CC)CCCNC(=O)c1cc2cc3ccc(C)cc3nc2o1	-13%	0%	-0.2%	x	x	x	x	21%	-4%	3.8	89	0.8%
COc1ccccc1OCc1nc(C#N)c(N2CCCC2)o1	-4%	1%	0.3%	-13	-13	i	-17	-2%	18%	-1.9	54	0.5%
CN(CC(=O)Nc1ccccc1Br)C(=O)c1ccc(-c2ccc(Cl)cc2)o1	-3%	-6%	-0.7%[50 µM]	x	x	x	x	14%	8%	2.2	29	14%
CCn1c(CSc2nc3ccccc3[nH]2)n[nH]c1=S	1%	-5%	4.1%	-6	5	i	-1	-16%	-7%	0.3	59	-0.5%
Cc1ccc(SCCNC(=O)c2ccccc2)cc1	-6%	-10%	0.5%	-10	-17	i	-1	46%	4%	-2.5	74	2.5%
Cc1c(C(=O)NN2CCOCC2)oc2c1ccc1ccccc12	-4%	-5%	0.6%	11	-3	i	-1	10%	2%	1.2	39	1.9%
O=C(NCc1ccccc1)C(c1ccccc1F)N(C(=O)c1csnn1)C1CCCC1 (stereo not given)	-9%	-1%	0.9%	x	x	x	x	-5%	-9%	1.0	51	1.0%

Brought forward from above: 3 entries, then new ones.
SMILES	LYP inhibition	Dengue-2 NS5 capping	K1F lysis inhibition	WT yeast gro inh	WT yeast gro inh mutant strain	Autophagy HCS	Autophagy HCS cell loss 18 h	AID2073	GPR35 antagonists	NTR1 agonist	NTR1 agonist cell count 20 µM	RSV CPE inhibition
Cc1ccc(SCCNC(=O)c2ccccc2)cc1	-6%	-10%	0.5%	-10	-17	i	-1	46%	4%	-2.5	74	2.5%
Cc1c(C(=O)NN2CCOCC2)oc2c1ccc1ccccc12	-4%	-5%	0.6%	11	-3	i	-1	10%	2%	1.2	39	1.9%
O=C(NCc1ccccc1)C(c1ccccc1F)N(C(=O)c1csnn1)C1CCCC1 (stereo not given)	-9%	-1%	0.9%	x	x	x	x	-5%	-9%	1.0	51	1.0%
COc1ccc(NC(=O)COC(=O)Cc2ccccc2[N+](=O)[O-])cc1OC	-4%	-6%	0.0%	-20	13	i	13	0%	3%	0.7	43	2.0%
COc1ccc(N2C(=O)C(OC(C)=O)C2c2ccc(C)cc2)cc1 (stereo not given)	-4%	-5%	0.3%[50 µM]	12	-12	i	10	5%	2%	0.4	79	1.8%
CCCC(=O)N=C1SC2CS(=O)(=O)CC2N1c1ccc(CC)cc1 (stereo not given)	-5%	-9%	1.1%	-10	-8	i	-2	0%	2%	0.5	44	3.1%
O=C(O)CCC(=O)Nc1nc(-c2ccccc2)cs1	-1%	3%	0.8%	-8	-11	i	1	15%	-15%	3.3	43	0.7%
O=S(=O)(Cc1ccccc1)N1CCN(Cc2ccccc2)CC1	0%	4%	2.4%	10	18	i	1	-7%	2%	1.8	81	-0.4%
NNC(=S)Nc1c(Br)cc(F)cc1Br	-6%	1%	0.6%	x	x	x	x	-8%	-1%	-0.4	58	1.5%
O=C(Nc1cccc(S(=O)(=O)N2CCCC2)c1)c1cc(S(=O)(=O)N2CCOCC2)ccc1F	x	-8%	0.9%[50 µM]	x	x	x	x	x	x	0.4	55	2.0%
O=C(Nc1nnc(-c2ccco2)o1)C1CC1	2%	-2%	0.5%	7	3	i	14	1%	-2%	1.2	44	2.1%
Cc1cccc(NC(=O)Nc2cnccn2)c1C	-2%	4%	1.5%[50 µM]	x	x	x	x	10%	1%	0.6	58	1.9%
CN(C)S(=O)(=O)N1CCC(Oc2ccc(C(=O)NC3CCCCC3)cc2)CC1	0%	-10%	0.1%	-10	1	i	4	14%	-5%	0.8	34	5.7%
CSCCC(NS(=O)(=O)c1ccc(C)cc1)C(=O)NNC(=O)c1csc(N2CCOCC2)n1 (stereo not given)	-5%	0%	0.1%	x	x	x	x	3%	0%	2.7	55	0.7%
N#CCCC(CCC#N)(CCC#N)c1cc[n+](CCc2ccccn2)cc1	x	5%	1.1%	x	x	x	x	x	x	0.1	91	-0.3%
O=C(Nc1ccc(Cl)cc1)N1CC=CCC1	-8%	-8%	0.6%	16	17	i	-7	3%	0%	-0.3	49	1.7%
CCN(CC)CC#CCC(O)(c1ccccc1)C1CCCCC1 (stereo not given)	-5%	2%	0.2%	11	8	i	-25	0%	-1%	2.2	54	-2.5%
Cc1cccc(C(=O)N/N=C/c2ccc3c(c2)OCO3)n1	2%	-6%	0.3%	-5	-7	i	-5	6%	5%	0.6	86	1.7%
[O-]C1=N/[N+](=C/c2ccccc2)CC1	-8%	-5%	0.4%	x	x	x	x	11%	7%	0.0	65	1.7%
CCC(=O)Nc1cc(-c2nc3ncccc3o2)ccc1Cl	-8%	1%	1.5%	x	x	x	x	20%	17%	2.1	54	-0.1%
O=C(Nc1cccc(F)c1)C1CCCN1S(=O)(=O)c1cccc2cccnc12 (stereo not given)	-6%	1%	-5.1%	-1	8	i	-8	4%	13%	-2.3	71	5.3%
CC(C)(C)CC(=O)NC(=S)NCc1ccccc1	-6%	11%	-0.3%	10	25	i	-16	3%	-7%	1.4	32	5.1%
C=CCn1c(SCc2nnc(-c3ccccc3)o2)nnc1C(O)c1ccccc1 (stereo not given)	-6%	-3%	4.8%	-12	-6	i	-1	-4%	11%	2.0	68	-0.5%
CCOc1ccc(/C=C/C2=NNC(=O)CC2)cc1	3%	-2%	0.0%	-7	15	i	6	0%	-20%	-1.3	88	-2.6%
Cc1ccc(-c2nnc(SCC(=O)NCCN3C(=O)CSC3=O)n2C)cc1	x	-6%	0.4%[50 µM]	x	x	x	x	x	x	2.6	60	-0.8%
COc1c(C(=O)NC(=S)Nc2nnn(C)n2)cc2ccccc2c1Br	-5%	-3%	-1.4%[50 µM]	x	x	x	x	-12%	-11%	2.5	60	1.1%
COC(=O)c1ccc(-c2ccco2)n1Cc1cc(C)ccc1C	6%	-6%	0.9%	1	1	i	-14	8%	14%	3.9	76	2.8%
COc1ccccc1OCCC(=O)NCc1ccc2c(c1)OCO2	-2%	-11%	3.9%	-8	-4	i	-5	6%	1%	3.0	67	1.6%
CCc1nnc(NC(=O)CSc2sc3c(O)cc(=O)[nH]c3c2C#N)s1	-3%	-8%	-1.2%	x	x	x	x	44%	-26%	0.5	61	1.0%
CCn1ccnc1CN(C)Cc1c(C(=O)N2CCCCCCC2)nc2ccc(Cl)cn12	-7%	-2%	-0.2%	x	x	x	x	11%	-5%	0.1	74	2.6%
CN(C)C(CNC(=O)C1CCN(S(=O)(=O)c2cccc(C(F)(F)F)c2)CC1)c1ccccc1 (stereo not given)	-12%	0%	0.1%	x	x	x	x	6%	-12%	-2.1	39	-0.3%
CC(C)c1ccc(/C=C/C(=O)Nc2nncs2)cc1	-6%	0%	-1.1%	-4	-14	i	12	1%	-3%	-0.4	68	4.2%
CCCOc1ccc(CN(CCO)CCO)cc1C(=O)OC	-9%	1%	-0.4%	-9	8	i	0	0%	15%	3.1	74	-0.8%
Cc1cc2nnc(SCC(=O)N3CCCCCC3)n2c(N)n1	1%	14%	-0.1%	-5	-2	i	4	-9%	-11%	0.2	91	0.9%
Nc1ccc(C#Cc2ccccc2)cc1	3%	0%	0.0%	13	19	i	2	2%	6%	-0.2	77	-0.6%
Cc1csc(=O)n1CC(=O)OCC(=O)Nc1ccccc1C(C)C	x	-10%	0.5%[50 µM]	x	x	x	x	x	x	-1.0	73	-0.1%
O=C(CNS(=O)(=O)c1ccc(Cl)c(C(F)(F)F)c1)NC1CCCCCC1	x	-6%	0.0%[50 µM]	x	x	x	x	x	x	-0.4	61	0.3%

Reprinted at random: 4 entries already listed.
SMILES	LYP inhibition	Dengue-2 NS5 capping	K1F lysis inhibition	WT yeast gro inh	WT yeast gro inh mutant strain	Autophagy HCS	Autophagy HCS cell loss 18 h	AID2073	GPR35 antagonists	NTR1 agonist	NTR1 agonist cell count 20 µM	RSV CPE inhibition
Cc1cc2nnc(SCC(=O)N3CCCCCC3)n2c(N)n1	1%	14%	-0.1%	-5	-2	i	4	-9%	-11%	0.2	91	0.9%
CCc1nnc(NC(=O)CSc2sc3c(O)cc(=O)[nH]c3c2C#N)s1	-3%	-8%	-1.2%	x	x	x	x	44%	-26%	0.5	61	1.0%
O=C(CNS(=O)(=O)c1ccc(Cl)c(C(F)(F)F)c1)NC1CCCCCC1	x	-6%	0.0%[50 µM]	x	x	x	x	x	x	-0.4	61	0.3%
Nc1ccc(C#Cc2ccccc2)cc1	3%	0%	0.0%	13	19	i	2	2%	6%	-0.2	77	-0.6%
